Bioassay records: PubChem BioAssay, several laboratories
DAGLB inhibitor = blocks human DAGLB lipase activity | Q8NCG7 | HEK293T DAGLB membrane lysate, EnzChek fluorogenic substrate | inhibition, % at 5.17 µM | actives 0.059% (n = 340,000) | AID 504411; in the data active means inhibition above about 34%;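 further: 0% = enzyme with vehicle and 100% = wells lacking enzyme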
Target sequence (Q8NCG7 whole entry, looked up): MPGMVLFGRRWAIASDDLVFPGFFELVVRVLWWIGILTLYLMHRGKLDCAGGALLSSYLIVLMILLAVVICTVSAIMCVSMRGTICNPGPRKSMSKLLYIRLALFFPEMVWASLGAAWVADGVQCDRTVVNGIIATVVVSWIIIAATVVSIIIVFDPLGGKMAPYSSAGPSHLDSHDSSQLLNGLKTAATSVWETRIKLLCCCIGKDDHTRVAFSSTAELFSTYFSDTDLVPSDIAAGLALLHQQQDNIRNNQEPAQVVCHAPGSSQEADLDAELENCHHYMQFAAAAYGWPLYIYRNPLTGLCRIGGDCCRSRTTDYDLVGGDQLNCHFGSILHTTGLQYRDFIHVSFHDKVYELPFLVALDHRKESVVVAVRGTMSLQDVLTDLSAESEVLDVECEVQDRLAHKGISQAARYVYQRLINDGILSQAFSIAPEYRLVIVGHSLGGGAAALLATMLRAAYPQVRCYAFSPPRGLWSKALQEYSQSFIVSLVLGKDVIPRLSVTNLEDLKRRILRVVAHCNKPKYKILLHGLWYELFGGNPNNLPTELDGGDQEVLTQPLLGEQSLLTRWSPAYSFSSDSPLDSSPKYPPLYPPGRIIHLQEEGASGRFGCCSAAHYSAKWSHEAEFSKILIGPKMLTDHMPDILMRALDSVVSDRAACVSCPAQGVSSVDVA
Keap1-Nrf2 PPI = disrupts human Keap1 binding to Nrf2 peptide | inhibition, % at 9.4 µM | actives 0.15% (n = 340,000) | AID 504523 | Q14145 | Keap1 Kelch-Nrf2 peptide fluorescence polarization, 1536-well; in the data active means inhibition above about 12%;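 further: human Keap1 Kelch domain with fluorescein labeled Nrf2 9mer peptide probe; 0% = neutral control wells and 100% = peptide positive control; higher means more block of Keap1 binding to Nrf2 peptide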
CAL PDZ FP-1 = blocks peptide binding to the human CAL PDZ domain; Q9HD26; purified CAL PDZ, TMR-peptide fluorescence polarization, 1 h; inhibition, % at 24.9 µM; actives 0.92% (n = 300,000); AID 602252;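 active means mean inhibition of at least 30% with at least half of replicates also reaching 30%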;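 further: 0% = DMSO neutral control and 100% = excess unlabeled competitor peptide PRC23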
RTF Ca sens act = cardiac RTF calcium sensitization. actives 0.24% (n = 340,000). P19429+P45379. IANBD-labeled TnC RTF fluorescence at EC20 calcium; 0% EC20 calcium, 100% full calcium. activation, % at 7.2 µM;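 active means activation above the mean over all tested compounds plus 3 SD, cut at about 30% in these data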;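 further: rise in fluorescence read as greater calcium sensitivity of cardiac thin filaments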
Cardiac RTF inh = cardiac RTF calcium desensitization; actives 0.12% (n = 340,000); inhibition, % at 7.15 µM; P19429+P45379; IANBD-labeled cardiac RTF, Ca2+ fluorescence;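 active means inhibition above the mean inhibition of all tested compounds plus 3 SD, cut at about 17% in these data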;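 further: assay run at fixed EC70 calcium of 1.6 mM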
PKA-R2B activ = activates the human PKA-R2B holoenzyme complex; actives 0.079% (n = 340,000); P22694+P31323; PKA-R2B holoenzyme dissociation, Cy5-IP20 fluorescence polarization; R2B truncated from residue 108, S112A mutant; 0% DMSO only, 100% 113 µM cGMP; activation, % at 11.4 µM;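 active means activation above a cutoff set at the mean over all compounds plus 3 SD, cut at about 18% in these data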;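 further: higher means more holoenzyme dissociation and a rise in polarization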
C-LANA FP = inhibitors of KSHV LANA C-terminal domain DNA binding; inhibition, % at 9 µM; MBP-C-LANA/FAM-LBS DNA binding, fluorescence polarization; AID 504423; actives 0.078% (n = 340,000);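 active means highest replicate inhibition at or above 60% at 9 µM, even if other replicates fall short; inactive means all replicates below 60% inhibition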;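 further: 0% = neutral control wells and 100% = 4 µM acridine orange control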
CAL PDZ FP-2 = blocks peptide binding to human CAL PDZ domain; Q9HD26; actives 0.02% (n = 330,000); AID 504414; purified CAL PDZ, TMR-peptide fluorescence polarization, 1 h; inhibition, % at 20 µM;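 active means highest replicate inhibition of at least 40%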;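 further: plate controls were DMSO neutral control wells for no effect and unlabeled competitor peptide control wells for full effect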
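Material: tagged CAL PDZ protein CerCALP, purified; buffer or medium: sodium phosphate/NaCl buffer pH 7.4 with TCEP, IgG, Thesit; also added: fluorescent TMR peptide probe; schedule: 1 h incubation at room temperature before polarization reading; technique: fluorescence polarization from S- and P-plane intensities, G-factor corrected; control set: unlabelled peptide and DMSO controls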
SR-BI uptake up = SR-BI HDL lipid transfer activation. CHO ldlA[mSR-BI] cells, DiI-HDL uptake fluorescence, 3 h; 100 = double the neutral-control signal. activation, % at 12.5 µM. actives 0.096% (n = 320,000);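 active means mean replicate activation of at least 60% and every replicate at or above 60%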;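 further: 0% = median plate neutral-control signal and 100% = twice that signal; values of inactives mirror those of a sister screen read the other way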
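Test system: SR-BI-overexpressing, LDLR-lacking CHO cells; Medium: Ham's F12 with 0.5% BSA, HEPES 25 mM, pH 7.4; Schedule: 3 h, 37 °C; Technique: bottom-read fluorescence, 550/595 nm.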
Rtt109 Vps75 = C. albicans Rtt109 histone acetyltransferase inhibition | inhibition, % at 34.9 µM | Q5AAJ8 | purified Rtt109/Vps75, ThioGlo CoA-SH fluorescence, 4 h | actives 0.16% (n = 330,000);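 active means inhibition of at least 50% in every replicate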
Target sequence (Q5AAJ8 whole entry, looked up): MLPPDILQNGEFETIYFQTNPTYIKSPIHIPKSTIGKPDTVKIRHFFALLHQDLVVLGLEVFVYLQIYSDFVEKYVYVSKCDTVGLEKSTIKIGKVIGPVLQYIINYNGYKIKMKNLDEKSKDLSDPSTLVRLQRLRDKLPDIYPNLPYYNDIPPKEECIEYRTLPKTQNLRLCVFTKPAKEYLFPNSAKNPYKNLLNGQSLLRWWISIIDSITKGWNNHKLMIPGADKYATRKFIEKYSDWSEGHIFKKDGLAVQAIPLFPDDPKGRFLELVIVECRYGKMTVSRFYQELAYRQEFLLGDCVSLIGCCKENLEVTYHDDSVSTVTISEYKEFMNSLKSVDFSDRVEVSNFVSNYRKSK
Starred values were filed as active, the others as inactive.

Screening CCn1c(CSc2ncn[nH]2)nc2cc(C(=O)O)ccc21 returned DAGLB inhibitor -1, Keap1-Nrf2 PPI 1, CAL PDZ FP-1 0, RTF Ca sens act 2, Cardiac RTF inh -6, PKA-R2B activ -7, C-LANA FP 0.5, CAL PDZ FP-2 -0.6 and Rtt109 Vps75 4.
Screening O=C(C1CCCO1)N1CCN(C(=S)Nc2cccc(F)c2)CC1 (stereo not drawn) returned DAGLB inhibitor 1, Keap1-Nrf2 PPI 5, CAL PDZ FP-1 1, RTF Ca sens act -4, Cardiac RTF inh -2, PKA-R2B activ 3, C-LANA FP -0.2, CAL PDZ FP-2 0.2, SR-BI uptake up 9 and Rtt109 Vps75 5.
For O=c1[nH]c(-c2ccccc2)c(-c2ccccc2)nc1[N+](=O)[O-] the results were DAGLB inhibitor -4, Keap1-Nrf2 PPI -5, CAL PDZ FP-1 2, RTF Ca sens act -2, Cardiac RTF inh -5, PKA-R2B activ -3, C-LANA FP -1.3, CAL PDZ FP-2 -3.1 and SR-BI uptake up 29.
`N#Cc1cccc(C(c2nnnn2CCc2ccccc2)N2CCN(C3CCCCC3)CC2)c1` (stereo not drawn) gave DAGLB inhibitor -1, Keap1-Nrf2 PPI -3, CAL PDZ FP-1 -1, RTF Ca sens act 8, Cardiac RTF inh -9, PKA-R2B activ 3, C-LANA FP 0.5, CAL PDZ FP-2 -2.1, SR-BI uptake up -8 and Rtt109 Vps75 0.
For O=C(CSC1CC(=O)N(CCc2ccccc2)C1=O)Nc1ccc(Br)cc1 (stereo not drawn) the results were DAGLB inhibitor -7, Keap1-Nrf2 PPI -3, CAL PDZ FP-1 1, RTF Ca sens act -1, Cardiac RTF inh 1, PKA-R2B activ -15, C-LANA FP 0.1, SR-BI uptake up -4 and Rtt109 Vps75 -5.
For Cc1ccc(-c2nc(CS(=O)CC(=O)NCc3ccccn3)c(C)o2)cc1 (stereo not drawn) the results were DAGLB inhibitor 1, Keap1-Nrf2 PPI -6, CAL PDZ FP-1 1, RTF Ca sens act -1, Cardiac RTF inh 1, PKA-R2B activ 7, C-LANA FP -0.8, CAL PDZ FP-2 0.3, SR-BI uptake up 5 and Rtt109 Vps75 -27.
For CCCn1c(NC(=O)CN2C(=O)NC3(CCCCC3)C2=O)nc2ccccc21 the results were DAGLB inhibitor 0, Keap1-Nrf2 PPI -4, CAL PDZ FP-1 -2, RTF Ca sens act 12, Cardiac RTF inh -13, PKA-R2B activ -4, C-LANA FP 2.3, CAL PDZ FP-2 -2.4, SR-BI uptake up -58 and Rtt109 Vps75 -4.
For O=C(COc1ccccc1)Nc1nn[nH]n1 the results were DAGLB inhibitor 2, Keap1-Nrf2 PPI -5, CAL PDZ FP-1 -4, RTF Ca sens act 6, Cardiac RTF inh -10, PKA-R2B activ 4, C-LANA FP -0.3, CAL PDZ FP-2 -4.4, SR-BI uptake up 16 and Rtt109 Vps75 2.
CCc1ccc2c(CN3CCC(C(=O)OC)CC3)cc(=O)oc2c1 was read as DAGLB inhibitor -4, Keap1-Nrf2 PPI 2, CAL PDZ FP-1 -4, RTF Ca sens act -5, Cardiac RTF inh -8, PKA-R2B activ 2, C-LANA FP -1.7, CAL PDZ FP-2 -1.2, SR-BI uptake up -7 and Rtt109 Vps75 14.
Screening COc1ccccc1N1CCN(Cc2cccc(OC)c2OC)CC1 returned DAGLB inhibitor -4, Keap1-Nrf2 PPI -5, CAL PDZ FP-1 0, RTF Ca sens act 2, Cardiac RTF inh -3, PKA-R2B activ 6, C-LANA FP -0.3, CAL PDZ FP-2 0.4, SR-BI uptake up 12 and Rtt109 Vps75 2.
CN(CC(=O)Nc1ccccc1Cl)CC(=O)Nc1cccc2ccccc12 was read as DAGLB inhibitor 1, Keap1-Nrf2 PPI -2, CAL PDZ FP-1 -6, RTF Ca sens act 5, Cardiac RTF inh -6, PKA-R2B activ 3, C-LANA FP -2.7, CAL PDZ FP-2 -0.6, SR-BI uptake up 12 and Rtt109 Vps75 2.
`COc1ccc(CC(=O)NCC(c2ccc(OC)cc2)N(C)C)cc1` (stereo not drawn) gave DAGLB inhibitor 0, Keap1-Nrf2 PPI -4, CAL PDZ FP-1 -4, RTF Ca sens act 1, Cardiac RTF inh 0, PKA-R2B activ -8, C-LANA FP 4.9, CAL PDZ FP-2 -3.0, SR-BI uptake up 5 and Rtt109 Vps75 -2.
`C=CCN1C(=O)C(Cc2cccc(Cl)c2)S/C1=N/N=C/c1ccco1` (stereo not drawn) gave DAGLB inhibitor -12, Keap1-Nrf2 PPI -4, CAL PDZ FP-1 -2, RTF Ca sens act 16, Cardiac RTF inh 1, PKA-R2B activ 2, C-LANA FP -2.0, SR-BI uptake up -50 and Rtt109 Vps75 0.
Screening CCN=C1SC(C(N)=O)CC(=O)N1CC (stereo not drawn) returned DAGLB inhibitor 3, Keap1-Nrf2 PPI 1, CAL PDZ FP-1 -2, RTF Ca sens act 1, Cardiac RTF inh -3, PKA-R2B activ 4, C-LANA FP -0.2, CAL PDZ FP-2 0.0, SR-BI uptake up 3 and Rtt109 Vps75 2.
Screening C/C(=N\NC(=O)Cc1ccccc1)c1ccc(Br)s1 returned DAGLB inhibitor 1, Keap1-Nrf2 PPI -5, CAL PDZ FP-1 -4, RTF Ca sens act -6, Cardiac RTF inh -4, PKA-R2B activ -3, C-LANA FP 0.1, CAL PDZ FP-2 0.3, SR-BI uptake up -24 and Rtt109 Vps75 -2.
Screening Cc1ccsc1/C=C1/CN(C)Cc2c1nc1ccccc1c2C(=O)O returned DAGLB inhibitor 3, Keap1-Nrf2 PPI -3, CAL PDZ FP-1 -1, RTF Ca sens act 5, Cardiac RTF inh 0, PKA-R2B activ -6, C-LANA FP -0.2, CAL PDZ FP-2 -0.6, SR-BI uptake up -11 and Rtt109 Vps75 40.
Screening CN(C)S(=O)(=O)c1cccc(-c2cn3cccnc3n2)c1 returned DAGLB inhibitor -1, Keap1-Nrf2 PPI -4, CAL PDZ FP-1 -3, RTF Ca sens act -3, Cardiac RTF inh -6, PKA-R2B activ 7, C-LANA FP 1.1, CAL PDZ FP-2 0.2, SR-BI uptake up -9 and Rtt109 Vps75 0.
`CCOc1ccccc1NC(=O)C1CC2CCCC(C1)C2=O` (stereo not drawn) gave DAGLB inhibitor 0, Keap1-Nrf2 PPI -3, RTF Ca sens act -1, Cardiac RTF inh -4, PKA-R2B activ -11, C-LANA FP 1.5, CAL PDZ FP-2 0.7, SR-BI uptake up -26 and Rtt109 Vps75 -7.
`Cc1occc1C(=O)NCc1ccccc1` gave DAGLB inhibitor 2, Keap1-Nrf2 PPI 3, CAL PDZ FP-1 -2, RTF Ca sens act -3, Cardiac RTF inh 2, PKA-R2B activ -2, C-LANA FP 0.9, CAL PDZ FP-2 -0.4, SR-BI uptake up 5 and Rtt109 Vps75 1.
Screening Cc1cccc(OCCCC(=O)Nc2ccc(S(=O)(=O)Nc3nccs3)cc2)c1C returned DAGLB inhibitor 5, Keap1-Nrf2 PPI 5, CAL PDZ FP-1 -13, RTF Ca sens act -3, Cardiac RTF inh -3, PKA-R2B activ -3, C-LANA FP 1.3, CAL PDZ FP-2 -1.6, SR-BI uptake up -12 and Rtt109 Vps75 -15.

Structural class, the entries above containing a furan ring, fused or not (2)
`C=CCN1C(=O)C(Cc2cccc(Cl)c2)S/C1=N/N=C/c1ccco1` (stereo not drawn) gave DAGLB inhibitor -12, Keap1-Nrf2 PPI -4, CAL PDZ FP-1 -2, RTF Ca sens act 16, Cardiac RTF inh 1, PKA-R2B activ 2, C-LANA FP -2.0, SR-BI uptake up -50 and Rtt109 Vps75 0.
`Cc1occc1C(=O)NCc1ccccc1` gave DAGLB inhibitor 2, Keap1-Nrf2 PPI 3, CAL PDZ FP-1 -2, RTF Ca sens act -3, Cardiac RTF inh 2, PKA-R2B activ -2, C-LANA FP 0.9, CAL PDZ FP-2 -0.4, SR-BI uptake up 5 and Rtt109 Vps75 1.

Following part
O=C1Nc2cc(C(=O)N3CCOCC3)ccc2SC1N1CCOCC1 (stereo not drawn) was read as DAGLB inhibitor 0, Keap1-Nrf2 PPI -4, CAL PDZ FP-1 -2, RTF Ca sens act -2, Cardiac RTF inh -30, PKA-R2B activ -2, C-LANA FP 2.4, CAL PDZ FP-2 0.3, SR-BI uptake up -6 and Rtt109 Vps75 1.
Cc1cc(N2C(=O)CC(Cc3ccccc3)C2=O)no1 (stereo not drawn) was read as DAGLB inhibitor 0, Keap1-Nrf2 PPI 1, CAL PDZ FP-1 2, RTF Ca sens act 2, Cardiac RTF inh -8, PKA-R2B activ -15, C-LANA FP -1.4, CAL PDZ FP-2 -1.4, SR-BI uptake up 29 and Rtt109 Vps75 -5.
Screening CCOC(=O)Cc1csc(NC(=O)CCc2ccccc2)n1 returned DAGLB inhibitor -1, Keap1-Nrf2 PPI 7, RTF Ca sens act -1, Cardiac RTF inh 1, PKA-R2B activ 4, C-LANA FP 1.9, CAL PDZ FP-2 -0.2, SR-BI uptake up -2 and Rtt109 Vps75 1.
For CCOC(=O)C(C(=O)Nc1nccs1)C1CCCCC1 (stereo not drawn) the results were DAGLB inhibitor 3, Keap1-Nrf2 PPI -2, CAL PDZ FP-1 -3, RTF Ca sens act -11, Cardiac RTF inh -3, PKA-R2B activ 3, C-LANA FP -1.5, SR-BI uptake up 7 and Rtt109 Vps75 1.
Screening O=C(NCc1ccccc1F)C1CCCN(C(=O)Nc2ccc(F)cc2)C1 (stereo not drawn) returned DAGLB inhibitor -3, Keap1-Nrf2 PPI 3, CAL PDZ FP-1 -2, RTF Ca sens act -5, Cardiac RTF inh 12, PKA-R2B activ -11, C-LANA FP 0.0, CAL PDZ FP-2 -3.3 and Rtt109 Vps75 11.
For CCOc1ccc(CNC2CCCCCCC2)cc1OC the results were DAGLB inhibitor -2, Keap1-Nrf2 PPI -4, CAL PDZ FP-1 -5, RTF Ca sens act -2, Cardiac RTF inh 0, PKA-R2B activ -5, C-LANA FP -0.9, SR-BI uptake up 2 and Rtt109 Vps75 -6.
Cc1csc(NC(=O)CSc2nc(=O)[nH]c3c2CCCC3)n1 was read as DAGLB inhibitor 0, Keap1-Nrf2 PPI 2, CAL PDZ FP-1 -3, RTF Ca sens act 1, Cardiac RTF inh -14, PKA-R2B activ 0, C-LANA FP 0.9, CAL PDZ FP-2 -2.3, SR-BI uptake up 9 and Rtt109 Vps75 2.
Screening COc1ccc(C(=O)C[n+]2ccc(-c3nnc4n3CCC4)cc2)cc1 returned DAGLB inhibitor 1, Keap1-Nrf2 PPI -3, CAL PDZ FP-1 0, RTF Ca sens act -3, Cardiac RTF inh -22, PKA-R2B activ 2, C-LANA FP -0.1, CAL PDZ FP-2 0.4, SR-BI uptake up 37 and Rtt109 Vps75 -6.
